EPAC2 ag = qHTS for Agonist of cAMP-regulated guanine nucleotide exchange factor 4 (EPAC2): primary screen; Potency, µM (doses to about 154 µM), without a hit: top-dose activation, most hits filed as activators; EPAC2 activation, biochemical qHTS; response scale: 100% = 6.5 mM cAMP response; 360,000 compounds, 0.079% hits; AID 720711, 2013; Rap guanine nucleotide exchange factor 4 (Homo sapiens), Q8WZA2; also: potency is read from the fitted curve at half-maximal effect; nearly all actives have a fitted effect of over 50% in size
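In this primary screen, activation is scored as increased exchange of BODIPY-GDP from Rap1B by 100 nM EPAC2, with 50 uM GDP as competitor. Signal is normalized to the 6.5 mM cAMP agonist control.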
WRN helicase inh = qHTS for Inhibitors of WRN Helicase. Bifunctional 3'-5' exonuclease/ATP-dependent helicase WRN (Homo sapiens), Q14191. WRN helicase unwinding, fluorescent forked duplex, kinetic. Potency, µM (titrated, usually from 114 µM), without a hit: at the highest dose activity change, negative = inhibition, most hits filed as inhibitors. 360,000 compounds, 0.46% hits. AID 651768, 2012; also: potency is read from the fitted curve at half-maximal effect; % is scaled to controls: 0 for no effect and ±100 for the full control effect; nearly all actives have a fitted effect of over 55% in size
Target sequence (Q14191 whole entry, looked up): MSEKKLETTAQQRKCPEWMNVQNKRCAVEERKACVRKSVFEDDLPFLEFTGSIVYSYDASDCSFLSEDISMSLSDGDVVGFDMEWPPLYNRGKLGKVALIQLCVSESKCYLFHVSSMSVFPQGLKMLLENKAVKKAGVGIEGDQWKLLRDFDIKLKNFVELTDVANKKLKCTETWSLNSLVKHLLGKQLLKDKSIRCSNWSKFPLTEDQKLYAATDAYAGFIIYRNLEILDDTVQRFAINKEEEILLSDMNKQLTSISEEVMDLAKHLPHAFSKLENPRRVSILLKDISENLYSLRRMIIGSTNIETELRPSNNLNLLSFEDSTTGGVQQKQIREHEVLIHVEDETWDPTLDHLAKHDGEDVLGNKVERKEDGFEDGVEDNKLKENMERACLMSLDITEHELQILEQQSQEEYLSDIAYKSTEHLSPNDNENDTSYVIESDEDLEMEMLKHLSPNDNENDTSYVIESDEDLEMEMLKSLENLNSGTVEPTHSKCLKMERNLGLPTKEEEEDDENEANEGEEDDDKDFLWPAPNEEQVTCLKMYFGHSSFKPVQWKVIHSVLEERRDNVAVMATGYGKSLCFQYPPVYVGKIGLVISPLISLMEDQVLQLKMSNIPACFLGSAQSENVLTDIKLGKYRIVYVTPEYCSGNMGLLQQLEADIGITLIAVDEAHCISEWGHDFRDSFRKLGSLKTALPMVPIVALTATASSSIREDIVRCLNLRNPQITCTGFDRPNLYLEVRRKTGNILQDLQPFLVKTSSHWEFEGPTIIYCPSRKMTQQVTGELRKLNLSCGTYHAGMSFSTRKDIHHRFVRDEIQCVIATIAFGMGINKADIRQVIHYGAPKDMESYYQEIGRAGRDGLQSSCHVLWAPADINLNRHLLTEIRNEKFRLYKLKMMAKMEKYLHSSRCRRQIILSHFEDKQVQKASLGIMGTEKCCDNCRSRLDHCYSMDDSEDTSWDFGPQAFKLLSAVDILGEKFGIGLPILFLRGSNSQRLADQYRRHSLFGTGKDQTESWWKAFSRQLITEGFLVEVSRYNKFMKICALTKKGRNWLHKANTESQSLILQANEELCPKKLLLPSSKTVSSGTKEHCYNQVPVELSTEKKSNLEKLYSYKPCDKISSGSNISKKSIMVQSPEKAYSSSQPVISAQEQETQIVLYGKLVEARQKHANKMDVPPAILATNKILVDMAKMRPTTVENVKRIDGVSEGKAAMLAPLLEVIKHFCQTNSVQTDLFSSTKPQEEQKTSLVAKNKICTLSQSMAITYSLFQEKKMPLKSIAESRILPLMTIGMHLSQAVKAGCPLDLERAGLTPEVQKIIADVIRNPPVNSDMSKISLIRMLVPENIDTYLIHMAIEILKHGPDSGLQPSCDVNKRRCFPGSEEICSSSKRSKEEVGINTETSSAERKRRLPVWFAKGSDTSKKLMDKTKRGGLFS
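Enzyme (20 nM final) and test compound sit together 15 min at room temperature before substrate addition. Substrate is a single-forked duplex oligonucleotide (100 nM) labelled with fluorophore and quencher, with 2 mM ATP; helicase unwinding raises red fluorescence, read kinetically.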
EPAC1 antagonist = qHTS for Antagonist of cAMP-regulated guanine nucleotide exchange factor 3 (EPAC1): primary screen | 360,000 compounds, 0.14% hits | Potency, µM (doses to about 115 µM), without a hit: top-dose activity change, negative = inhibition, hits mostly inhibitors | EPAC1 GEF assay, Rap1b-BODIPY-GDP exchange fluorescence | Rap guanine nucleotide exchange factor 3 (Homo sapiens), O95398;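 also: potency is read from the fitted curve at half-maximal effect; plate controls were vehicle for no effect and positive control for full effect; nearly all actives have a fitted effect of over 50% in size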
CCT chaperon mod = High-Throughput Screening for Modulators of Cytosolic Chaperonin Activity; AID 651819, 2012; purified chaperonin ATPase assay, HTRF ADP detection, 30 min; activity change, % (test concentration not listed), hits read low; 360,000 compounds, 0.3% hits; in the data active = activity change below about -30%; also: % is scaled to controls: 0 for no effect and ±100 for the full control effect
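Enzyme 40 or 20 nM (batch-dependent) in Tris pH 7.4/KCl/MgCl2/DTT; cpd 76 uM single point; ATP 10 uM; 30 min 37 °C; Transcreener ADP HTRF detection, 30 min RT; ratio 665/615.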
EPAC1 agonist = qHTS for Agonist of cAMP-regulated guanine nucleotide exchange factor 3 (EPAC1): primary screen; Rap guanine nucleotide exchange factor 3 (Homo sapiens), O95398; EPAC1 agonist qHTS, biochemical assay; response scale: 100% = response to 6.5 mM cAMP; 360,000 compounds, 0.073% hits; Potency, µM (top dose mostly 154 µM), without a hit: at the top dose activation, most hits filed as activators; also: potency is read from the fitted curve at half-maximal effect; nearly all actives have a fitted effect of over 60% in size
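Compounds were pinned as a concentration titration into mixtures of EPAC1 (100 nM), BODIPY-GDP-loaded Rap1B (250 nM) and GDP (50 uM). After 5 min at room temperature, fluorescence was followed for 30 min; activity was scaled to 6.5 mM cAMP.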
PI5P4Ka inh = qHTS for Inhibitors of phosphatidylinositol 5-phosphate 4-kinase (PI5P4K); Phosphatidylinositol 5-phosphate 4-kinase type-2 alpha (Homo sapiens), P48426; PI5P4Kalpha enzyme, ADP-Glo luminescence, 60 min; active compounds read low; max response, %; 330,000 compounds, 1.2% hits; AID 652105, 2013; active = max response of -50% or lower; inconclusive = between -30% and -50%; inactive = -30% or higher; also: value at the top dose of about 77 µM; % is scaled to controls: 0 for no effect and ±100 for the full control effect
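ADP-Glo luminescence end-point read after a 60 min room-temperature kinase reaction of PI5P4Kalpha plus substrate, initiated with ATP at 5 microM final. Buffer: 0.038 M HEPES pH 7.4, EGTA, 0.1% CHAPS, 5% DMSO.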
IL-2 act = qHTS of IL-2 Activators; IL-2 activation reporter assay, cell-based qHTS; stimulated with anti-CD3/CD4/CD28 beads; in transgenic mouse T cells; activation, % (series mostly up to about 46 µM); 360,000 compounds, 0.065% hits; AID 652025, 2013; in the data active = activation above about 50%; inconclusive = mostly about 30% to 49%; also: 0% is about no effect
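Unstimulated transgenic mouse T cells, 750 per well, received compound and, after 60 minutes, anti-CD3/anti-CD4 bead plus anti-CD28 stimulation. EGFP and DsRed were quantified after 18 hours.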
PLK1 PBD inh = qHTS for Inhibitors of PLK1-PDB (polo-like kinase 1 - polo-box domain): Primary Screen; Serine/threonine-protein kinase PLK1 (Homo sapiens), P53350; Plk1 PBD binding of FITC phosphopeptide, fluorescence polarization; Potency, µM, without a hit: max response, negative = inhibition, usual class: inhibitors; 360,000 compounds, 2.8% hits; also: potency is read from the fitted curve at half-maximal effect; series mostly up to about 57 µM; % is scaled to controls: 0 for no effect and ±100 for the full control effect; nearly all actives have a fitted effect of over 65% in size
* hit, by the source's call; ? = inconclusive; nt = not tested or not shown; [ ] = another dose, or the depositor's remark. Unless noted, calls follow the shape of the dose curve; as a rule, active = well fitted curve in the direction sought with a large enough effect; inconclusive = small, poorly fitted or top-dose-only effect, or another doubt; inactive = no such curve, though single readings can be large; an effect the other way counts as inactive or inconclusive.

Compound	EPAC2 ag	WRN helicase inh	EPAC1 antagonist	CCT chaperon mod	EPAC1 agonist	PI5P4Ka inh	IL-2 act	PLK1 PBD inh
O=C(c1ccc([N+](=O)[O-])cc1)N1CCSC1c1ccc(Cl)cc1 (centres undefined)	6%	5%	-4%	-2.7	-1%	0	-1.7	1%
CN(c1ccc(C(=O)O)cc1)S(=O)(=O)c1ccccc1	1%	-4%	0%	-1.2	4%	5	-0.4	-11%
COc1ccc(C(=O)NCCNC(=O)c2cnccn2)cc1OC	9%	-9%	9%	-0.1	11%	2	-0.1	-8%
Cc1ccc(-n2nc3ccc(NC(=S)NC(=O)/C=C/c4ccco4)cc3n2)cc1	0%	-18%	-2%	3.2	-9%	?	0.5	-5%
COCC(=O)N(C)c1nnc(-c2ccccn2)s1	1%	-4%	1%	-0.7	-4%	1	0.0	-27%
Cc1ccnc(NC(=S)N2CCN(c3cccc(C(F)(F)F)c3)CC2)c1	3%	-12%	-28%	-2.9	-8%	?	-2.6	-7%
C#CCNC(=O)C1=C[C@@H](C2CC2)C[C@@H](OCc2ccc(CO)cc2)O1	9%	5%	-11%	0.0	11%	-1	0.2	-8%
CCN(CC)CC#CCC(O)(c1ccccc1)c1ccccc1	6%	10%	-1%	-6.4	-3%	-3	-5.2	-11%
COc1cccc(OC)c1OC(=O)C1CC(=O)N(c2ccc3c(c2)OCCO3)C1 (centres undefined)	6%	-7%[11.6 µM]	5%	-0.4	-3%	?	-0.1	-7%
COc1ccc(C(=O)NOCc2ccccc2)cc1	-3%	4%	2%	-1.5	-6%	2	0.9	0%
CSc1ccccc1C(=O)C1CCCN(C(=O)CCN2CCCO2)C1 (centres undefined)	6%	7%	8%	0.1	2%	-2	0.4	11%
CCN(CC)C(=O)/C(NC(=O)c1ccccc1)=C(/Sc1ncccn1)c1ccccc1	-7%	4%	3%	-0.6	7%	-6	-1.5	-5%
COC(=O)n1c(=O)oc2cc(S(=O)(=O)N3CCCCC3)ccc21	14%	-3%	5%	-2.4	3%	nt	-0.9	-20%
CCOC(=O)N1CCN(C(=O)c2ccccc2N(C)S(C)(=O)=O)CC1	17%	-3%	3%	-1.5	6%	nt	-1.3	-11%
CC(C)(C)NC(=O)C1c2ccccc2OCC(=O)N1CCCN1CCOCC1 (centres undefined)	-7%	3%	-19%	-0.5	-6%	28	1.0	4%
CCC(c1nnc(SCC(=O)Nc2ccc(N3CCOCC3)cc2)n1Cc1ccccc1)N(C)C (centres undefined)	8%	6%	13%	-1.5	2%	8	-1.3	-8%
Nc1nccnc1C(=O)OCC(=O)NCCc1ccc(Cl)cc1	9%	7%	7%	-2.3	-3%	-7	0.2	-11%
CCCS(=O)(=O)NC(=O)C1(C)CCN(C(=O)c2cc(C)on2)C1 (centres undefined)	-4%	9%	5%	0.0	-8%	8	0.4	-3%
CCOc1ccc(CNCCCSc2ncccn2)cc1OC	3%	4%	-13%	0.6	-4%	1	4.6	-3%
CC1(C(=O)NS(=O)(=O)c2cccc(OC(F)F)c2)CCN1C(=O)COc1ccc(Cl)cc1 (centres undefined)	5%	-3%	-13%	-0.5	-23%	0	-0.2	3%
CCCCCCCCCCCC(=O)NC(C(=O)OCC)C(O)c1cccc([N+](=O)[O-])c1 (centres undefined)	-33%[inhibitor]	-5%	-17%	-0.7	7%	31	-2.6	-1%
COc1cc(OC)cc(C(=O)N2CCN(c3ccc(N4CCOCC4)nn3)CC2)c1	-2%	-4%	8%	-0.4	2%	3	-0.6	-1%
CC1=C(C(=O)OCc2ccccc2)C(c2ccc(Cl)cc2Cl)NC(=O)N1CCCCCC(=O)O (centres undefined)	9%	8%	-7%	0.7	4%	?	-0.3	-25%
NC(=O)c1ccccc1NC(=O)c1ccccc1S(=O)(=O)c1ccccc1[N+](=O)[O-]	8%	-5%	4%	-0.5	-9%	28	-1.8	-2%
Cc1ccc(OC(=O)CCC(=O)NC(C)c2ccccc2)cc1 (centres undefined)	6%	-5%	-18%	-0.5	-12%	1	-0.1	-3%
C/C(=N\NC(=O)C(=O)Nc1cc(Cl)ccc1Cl)c1ccncc1	14%	-29%	-28%	-2.1	6%	4	-3.7	-11%
O=C(COC(=O)/C=C/c1cccs1)NC(c1ccccc1)c1ccccc1	-5%	-35%[57.1 µM]	15%	-2.6	-13%	1	1.5	2%
COc1cccc(/C=N/Nc2nc(Nc3ccccc3)nc(-n3nc(C)cc3C)n2)c1O	6%	?	-6%	-0.9	17%	-26	-0.4	-4%
CNC(=O)CCCCCNS(=O)(=O)c1ccc(C)cc1	-3%	13%	5%	2.7	-1%	-26	1.3	19µM*
CCOc1ccccc1CNC(=O)c1ccc(Sc2ccc(Cl)cc2)c(NC(C)=O)c1	0%	-6%	-18%	-7.9	9%	-1	0.7	0%
O=C(NN1C(=O)C2C3C=CC(C4CC34)C2C1=O)c1ccc(Cl)cc1 (centres undefined)	8%	2%	3%	-0.6	-7%	-1	1.3	-1%
CC(=O)Nc1cc2oc3ccccc3c2cc1[N+](=O)[O-]	4%	-22%	3%	-2.1	15%	1	-0.8	1%
CCOC(=O)CCCc1ccc(/C(C)=N/NC(=S)NC)cc1	9%	-2%	-7%	-0.8	-6%	0	2.0	-11%
CC(C)(C)C1CCC(=NNC(=O)C2COc3ccccc3O2)CC1 (centres undefined)	8%	-11%	-8%	-1.7	12%	1	1.2	-2%
O=C(NCc1cccnc1)C1CCC(CNS(=O)(=O)c2ccc(Cl)cc2)CC1 (centres undefined)	1%	4%	12%	-5.2	3%	2	0.9	1%
O=C(Cc1ccc(Cl)cc1)N1CCc2ccccc2C1	7%	1%	-18%	0.5	-10%	4	1.1	0%
CCOC(=O)CCNc1n[nH]c(=O)[nH]c1=O	-6%	10%	10%	-3.2	5%	-3	0.5	-4%
Cc1ccc(S(=O)(=O)Nc2ccccc2C(=O)NCC2CCCO2)cc1 (centres undefined)	0%	-4%	-2%	-2.9	5%	-3	-0.2	-3%
CC(=O)OC[C@@H]1CN(Cc2ccccc2)C[C@H](n2cnc3c(N(C)C(C)C)ncnc32)O1	7%	1%	-4%	-0.4	-3%	-7	0.2	-8%
Cc1cccc(N2C(=O)/C(=C/c3ccccn3)SC2=S)c1	6%	-1%	2%	0.5	0%	-3	-0.2	-2%
CCc1ccc(NC(=O)CCC(=O)Nc2nnc(C(C)C)s2)cc1	9%	0%	-7%	-0.6	1%	-10	-0.3	-14%
Cc1ccc2nc(C)c3c(c2c1)COC3	7%	-30%[57.1 µM]	3%	-1.9	-15%	2	1.2	6%
COc1ccccc1CN1CCC(CNS(=O)(=O)c2cc(-c3onc(C)c3C)ccc2OC)CC1	-4%	-1%	-22%	0.3	14%	9	-1.0	3%
Nc1nnc(SCC(=O)Nc2cccc3ccccc23)s1	8%	-8%[57.1 µM]	-11%	-3.3	15%	1	0.0	-8%
COC(=O)C1=C(C)NC2=C(C(=O)CC(C)(C)C2)C1c1ccsc1 (centres undefined)	5%	-2%	-3%	0.6	8%	7	0.0	-9%
COc1ccc(S(=O)(=O)n2cccc2)cc1	17%	2%	-4%	-0.3	4%	-2	-0.4	-12%
CS(=O)(=O)Oc1ccc2c(c1)O/C(=C\c1cccnc1)C2=O	2%	-1%	17%	-6.8	8%	0	-2.3	-26%
N#C/C(=C\c1ccc(O)c(O)c1)C(=O)Nc1cccc2ncccc12	2%	14µM*	?	-1.4	11%	-72*	-1.6	-10%
O=C(COCc1nc2ccccc2c(=O)[nH]1)NCC1CCCCC1	1%	-3%	14%	-0.9	7%	nt	-1.9	-3%
Cc1cc(-c2nn(-c3ccccc3F)cc2CN(C)CC(O)CO)c(C)s1 (centres undefined)	3%	-6%	18%	-1.2	-7%	1	-0.4	0%
CCCCNC1=CC(=O)C(=O)c2ccccc21	8%	8%	?	-3.9	9%	-1	-0.5	-17%
COc1cc(NC(=O)c2cc(-c3ccco3)on2)c(OC)cc1Cl	-1%	4%	10%	-1.0	4%	nt	15	-1%
C/C(O)=C(/C=NCC(=O)O)C(=O)Nc1nccs1	2%	-3%[57.1 µM]	-5%	0.5	-2%	1	-6.0	1%
Nc1nc(NC(=O)/C=C\C(=O)O)nn1-c1ccccc1	7%	3%[57.1 µM]	-6%	1.1	-3%	15	0.0	-12%
CC(C)OC(=O)CSc1nc(C(C)C)nc2ccccc12	2%	-3%	-7%	-0.4	6%	4	4.4	2%
CC(=O)NN1C(=O)/C(=C/c2ccc(Br)o2)SC1=S	5%	50µM*	-14%	1.4	-12%	?	0.0	11µM*
O=C(CN1C(=O)C2CC=CCC2C1=O)Nc1cc(C(F)(F)F)ccc1N1CCCC1 (centres undefined)	6%	-13%	4%	-2.0	-3%	-24	1.7	2%
COCCNC(=O)Cn1nc(-c2ccc(C)cc2)c2ccccc2c1=O	7%	-1%	1%	-2.3	2%	-11	-3.9	-3%
CC(C)(C)OC(=O)C[C@@H]1C/C=C\C[C@H](CC(=O)NCCO)C(=O)NC[C@H](c2ccccc2)OC1=O	1%	7%	-11%	0.2	6%	1	-0.5	1%
O=C(NCCCn1ccnc1)c1ccccc1F	-6%	-23%	-10%	-5.1	9%	4	1.8	-7%
COc1ccc(S(=O)(=O)Nc2ccc3c(c2)C(=O)N([C@@H](C)CO)C[C@@H](C)[C@H](CN(C)S(=O)(=O)c2ccc(F)cc2)OCCCC[C@H](C)O3)cc1	8%	0%	3%	-1.3	-13%	-2	-2.9	-8%

Not all compounds are listed. The share of hits here may be higher or lower than overall.
